KOR beta-arrestin-1: KOR antagonists, beta-arrestin recruitment, cell-based, luminescence, uHTS (AID 1778); KOR beta-arrestin recruitment, luminescence, antagonist mode; higher % means a stronger effect; inhibition, % at 10 µM; hits with a dose series show IC50 in µM; actives 0.091% (n = 290,000); also: strong numbers were not always called active
AID2073: inhibitors of Mint1-CaV2.2 protein interaction, biochemical, HTRF (AID 2073). Voltage-dependent N-type calcium channel subunit alpha-1B (Homo sapiens). HTRF protein-protein interaction, Mint1-CaV2.2; higher % means a stronger effect. actives 0.19% (n = 290,000). inhibition, % at 20 µM, or IC50 in µM where a hit was titrated; in the data active = inhibition mostly above about 51%, no sharp cut-off; also: some results filed as inactive read as strong as hits
Dynein cargo inh: inhibitors of GR-EGFP nuclear translocation, primary screen, dynein cargo transport inhibitor project, imaging, high-content, 3617.4 mouse cells; test concentration mostly 20 µM; stimulated with dexamethasone, 1 µM; hits give low values; z-score, hits read low; actives 0.47% (n = 220,000);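 active = plate z-score of nuclear minus cytoplasmic receptor signal below a set negative limit, without overly bright fluorescence or cell loss, cut at about -3.5 in these data, passing the limit was not always enough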;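 also: z-score of nuclear minus cytoplasmic ring GR-EGFP intensity difference per well; some compounds called inactive have numbers as strong as hits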
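medium = tetracycline-free induction medium containing charcoal-stripped FBS | also added = 1.0 µM final dexamethasone stimulus | schedule = 48 h induction, 1 h compound, 30 min dex at 37 °C | technique = fixed, Hoechst-stained cells imaged at 10x for EGFP | measure = GR-EGFP nuclear translocation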
GPR55 activation: GPR55 agonists via beta-arrestin recruitment, primary screen, imaging, U2OS cells, beta-arrestin-GFP redistribution (AID 1961). actives 0.048% (n = 290,000). U2OS GPR55 beta-arrestin-GFP redistribution imaging; higher % means a stronger effect. activation, % at 10 µM, or EC50 in µM where a hit was titrated;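 active = activation above 40% with more than 50 cells counted in the well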;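 also: U2OS osteosarcoma cells stably expressing GPR55 and beta-arrestin-GFP; plate controls were DMSO negative control for no effect and LPI positive control for full effect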
NOD1 NF-kB reporter: NOD1 signaling inhibitors, primary screen, cell-based, luminescence, uHTS (AID 1578); NOD1-driven NF-kB luciferase reporter cells, luminescence; higher % means a stronger effect; inhibition, % at 4 µM; hits with a dose series show EC50 in µM; actives 1% (n = 290,000); in the data active = inhibition mostly above about 36%, no sharp cut-off; inactive = mostly below about 34%;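 also: HEK-293T reporter cells stimulated with the NOD1 agonist gamma-tri-DAP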
HEK293 NOD2/NF-kB: NOD2 signaling inhibitors, cell-based, luminescence, uHTS, HEK293 (AID 1566); one-dose inhibition, % at 4 µM; EC50 in µM for titrated hits; actives 0.63% (n = 290,000); HEK293 NOD2/NF-kB luciferase reporter, luminescence; higher % means a stronger effect; also: many of its hits are not listed in these tables
M1AAP inhibition: P. falciparum M1AAP inhibitors, biochemical, fluorogenic H-Leu-NHMec substrate, 1536-well (AID 1445); Aminopeptidase N (Plasmodium falciparum (isolate 3D7)); recombinant M1AAP, H-Leu-NHMec fluorogenic kinetic assay; higher % means a stronger effect; inhibition, % at 30 µM, or IC50 in µM where a hit was titrated; actives 0.42% (n = 220,000);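 active = primary inhibition above the hit cutoff, then over 50% inhibition at one or more dose response concentrations, cut at about 23% in these data, passing the limit was not always enough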;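 also: plate controls were DMSO full reaction for no effect and no enzyme background for full effect; strong numbers were not always called active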
P. falciparum M17LAP: P. falciparum M17LAP inhibitors, primary screen, biochemical, fluorogenic H-Leu-NHMec substrate, 1536-well (AID 1619) | inhibition, % at 30 µM, or IC50 in µM where a hit was titrated | recombinant M17LAP, H-Leu-NHMec fluorogenic kinetic assay; higher % means a stronger effect | actives 0.38% (n = 220,000);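 active = compound inhibiting the enzyme by more than half at any dose during confirmatory dose-response retesting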;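 also: plate controls were full reaction with DMSO carrier for no effect and no enzyme background for full effect; strong numbers were not always called active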
KOR beta-arrestin-2: KOR agonists, beta-arrestin recruitment, primary screen, cell-based, luminescence, uHTS (AID 1777); Kappa-type opioid receptor (Homo sapiens); KOR beta-arrestin recruitment, luminescence; higher % means a stronger effect; activation, % at 10 µM; hits with a dose series show EC50 in µM; actives 0.02% (n = 280,000); in the data active = activation above about 50%, passing the limit was not always enough; also: a part of the inactive calls stands beside numbers as strong as those of hits
Dynein cargo inh cytoplasmic EGFP: recorded beside Dynein cargo inh, whose call it bears; z-score; measured here: cytoplasmic GR-EGFP intensity; hits give high values
Dynein cargo inh nuclear GR-EGFP: further read-out of Dynein cargo inh, marked with its call; z-score; measured here: nuclear GR-EGFP intensity;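 lower value marks the stronger effect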
Dynein cargo inh cell count: second read-out of Dynein cargo inh, no call of its own (marks repeat the call); z-score; measured here: cell count per field
Starred values were filed as active, the others as inactive; x = no result given; [ ] = dose if it differs, or a comment. Rule as the data show it, unless noted: active = inhibition above about 50%; inactive = the rest. Not all compounds are listed (hit frequency here may not be typical).

The opening 2 entries (preview)
SMILES	KOR beta-arrestin-1	AID2073	Dynein cargo inh	Dynein cargo inh cytoplasmic EGFP	Dynein cargo inh nuclear GR-EGFP	Dynein cargo inh cell count	GPR55 activation	NOD1 NF-kB reporter	HEK293 NOD2/NF-kB	M1AAP inhibition	P. falciparum M17LAP	KOR beta-arrestin-2
O=C(CN1CCC(n2nnc3cc(C(F)(F)F)ccc32)CC1)Nc1ccc2c(c1)CCC2	13%	4%	1.2	-0.28	0.84	-0.21	-0.2%	-5%	-13%	8%	3%	-0.1%
Cc1cc(C)n(-c2cc(C)c(C)cc2Br)n1	-25%	0%	-0.21	0.042	0.12	-0.17	0.2%	-14%	-6%	-8%	2%	-1.0%

This part in full, repeating the preview:
SMILES	KOR beta-arrestin-1	AID2073	Dynein cargo inh	Dynein cargo inh cytoplasmic EGFP	Dynein cargo inh nuclear GR-EGFP	Dynein cargo inh cell count	GPR55 activation	NOD1 NF-kB reporter	HEK293 NOD2/NF-kB	M1AAP inhibition	P. falciparum M17LAP	KOR beta-arrestin-2
O=C(CN1CCC(n2nnc3cc(C(F)(F)F)ccc32)CC1)Nc1ccc2c(c1)CCC2	13%	4%	1.2	-0.28	0.84	-0.21	-0.2%	-5%	-13%	8%	3%	-0.1%
Cc1cc(C)n(-c2cc(C)c(C)cc2Br)n1	-25%	0%	-0.21	0.042	0.12	-0.17	0.2%	-14%	-6%	-8%	2%	-1.0%
Cc1ccc(S(=O)(=O)c2cc3c(=O)n4ccccc4nc3n(C3CCCCC3)c2=N)cc1	-21%	11%	x	x	x	x	-0.2%	-10%	8%	x	x	2.8%
CC(O)(CS(=O)(=O)Cc1cccc(C(F)(F)F)c1)C(=O)Nc1cccc(C(F)(F)F)c1 (stereo not drawn)	13%	3%	0.67	-0.24	-0.28	0.1	0.0%	-4%	-14%	8%	3%	-0.1%
COc1ccc(NC(=O)Nc2nnc(-c3cccs3)s2)cc1	-2%	14%	-1.1	-0.17	-0.16	0.24	0.7%	-3%	-117%	1%	2%	1.5%
Cc1cc2occ(CC(=O)NC3CCCc4ccccc43)c2cc1C (stereo not drawn)	-54%	2%	0.67	-0.18	0.5	-1.1	-0.2%	-27%	1%	0%	0%	7.4%
O=C(NCC1CCCO1)c1ccc(NC(=O)c2cccc(Br)c2)cc1 (stereo not drawn)	24%[20 µM]	2%	x	x	x	x	-0.2%	17%	-4%	x	x	-2.8%
N#C/C(=C\c1ccco1)C(=O)Nn1cnnc1	1%	2%	-0.55	-0.38	-0.77	1.5	0.4%	-25%	11%	11%	37%	-1.4%
CC12CN3CCN(CC(C3)C1(O)CN1CCCCC1)C2 (stereo not drawn)	-90%	-8%	1.4	-0.25	1.2	-0.22	-0.1%	10%	15%	-1%	-3%	2.8%
O=S(CC(O)COCc1ccc(Cl)cc1)c1ccccn1 (stereo not drawn)	11%	0%	-1.5	-0.25	-0.58	-0.31	-0.4%	x	3%	8%	12%	-0.4%
CC(NC(=O)c1ccncc1)c1ccc(Cl)cc1Cl (stereo not drawn)	-8%	-1%	x	x	x	x	-0.1%	-2%	0%	x	x	-1.8%
O=C(COC(=O)[C@@H]1CCCN1S(=O)(=O)c1ccccc1F)c1ccccc1	-3%	-6%	1.9	-0.21	0.33	-1	0.6%	-50%	0%	-4%	0%	-7.7%
O=C(c1ccc(S(=O)(=O)N2CCOCC2)cc1)N1CCCc2ccccc21	21%	3%	-0.28	-0.27	-0.29	0.41	-0.4%	-19%	4%	4%	-7%	-0.8%
COc1cccc(OCCCN2CCCCC2)c1	-36%	3%	2.3	-0.16	1.3	-1.5	-0.2%	-15%	-8%	-2%	-6%	-2.2%
O=C(O)CC1(CC(=O)Nc2ccc3sccc3c2)CCCCC1	-2%	-16%	-0.078	-0.19	-0.15	-0.46	0.0%	-14%	10%	0%	-1%	0.8%
CCN(CC)CCN(C)C(=O)CCc1nnc(-c2ccc(C)s2)o1	6%[20 µM]	-1%	0.33	-0.085	0.31	-1.6	-0.1%	-17%	-1%	3%	-4%	x
COc1ccc(C(C)(C)C)cc1NC(=O)COC(=O)C(C)C	-2%	-5%	-0.33	-0.29	-0.69	1	0.3%	-45%	0%	2%	17%	-0.7%
COc1ccc(S(=O)(=O)CCc2nc3ccccc3s2)cc1	-10%	-3%	1.9	0.33	1.6	-2.4	-0.2%	-11%	-7%	0%	-12%	6.3%
COc1nc(OC)nc(N2CCC(C(=O)NCc3ccc(F)cc3)CC2)n1	-8%	2%	0.56	-0.21	-0.18	0.23	-0.1%	-23%	8%	-5%	5%	-0.7%
S=c1[nH]nc(C2CCCCC2)n1/N=C/c1cccc(Cl)c1Cl	-15%	-23%	x	x	x	x	-0.2%	-8%	-13%	x	x	0.2%
COc1ccc(OC)c2nc(-c3cccnc3)ccc12	-5%	16%	x	x	x	x	0.3%	-4%	-8%	x	x	-2.5%
CCNC(=O)COC(=O)CCNC(=O)c1cccc(C)c1	-4%	-4%	0.86	-0.22	0.36	0.081	0.4%	-10%	17%	5%	11%	-4.1%
O=C(COc1ccc(Br)cc1)Nc1ccc([N+](=O)[O-])cn1	-28%	3%	0.045	-0.22	-0.26	-0.044	0.2%	-20%	-30%	3%	6%	3.6%
CCC(=O)Nc1cc(C(F)(F)F)ccc1N1CCOCC1	-16%	4%	0.15	-0.16	0.12	-0.56	-0.2%	-21%	6%	-2%	-5%	-3.4%
Fc1cnc(Cl)nc1N1CCN(c2ccccc2)CC1	-11%	-4%	0.18	-0.27	0.051	-0.024	-0.1%	-6%	-7%	5%	-2%	5.9%
CCCCCNC(=O)c1ccc2c(c1)ncn2-c1ccc(OC)cc1	24%	10%	x	x	x	x	-0.3%	1%	-129%	x	x	-1.7%
CCOc1ccccc1C(=O)Nc1ccc(NC(=O)c2ccccc2)cc1	-8%[20 µM]	17%	x	x	x	x	0.3%	-23%	-19%	x	x	-5.7%
COc1ccc(/C=C/CN2CCN(CCc3ccccc3)C(CCO)C2)cc1 (stereo not drawn)	-17%	19%	-0.87	-0.25	-0.59	0.7	0.2%	-20%	12%	-2%	1%	3.8%
Cc1cc(N=Nc2c(O)c3ccccc3[nH]c2=O)ccc1N=Nc1ccc(C(=O)N(C)C)cc1	11%	33%	-0.21	-0.22	0.31	-0.21	1.7%	3%	-29%	7%	9%	3.4%
Cc1ccc(S(=O)(=O)Nc2ccc3c(c2)nc(CCN2CCOCC2)n3C)cc1	x	44%	-0.62	-0.23	-0.34	0.59	-0.1%	-7%	-7%	-4%	-8%	-2.5%
COCCN(Cc1cc2c(C)cc(C)cc2nc1Cl)C(=O)c1ccccc1F	-21%	-7%	1	-0.22	0.69	-0.32	0.1%	-31%	15%	4%	11%	3.3%
Cc1ccc2c(c1)c(C)c(C)n2CC(O)CN1CCOCC1 (stereo not drawn)	-5%	40%	-0.51	0.01	-0.25	-0.36	-0.4%	-35%	-4%	-1%	0%	-3.1%
CC1CN(C(=S)NC(=O)c2cccc([N+](=O)[O-])c2)CC(C)O1 (stereo not drawn)	6%	-46%	-0.29	-0.19	0.37	0.59	0.3%	7%	3%	1%	2%	0.3%
CC1(C(=O)Oc2ccccc2)Cc2ccccc2C(=O)O1 (stereo not drawn)	5%	-3%	-0.21	-0.29	0.018	0.32	0.4%	-20%	1%	-1%	-1%	0.2%
O=C(COc1cc2oc(=O)c3c(c2cc1Cl)CCC3)NCC1CCC(C(=O)O)CC1 (stereo not drawn)	-3%	-3%	x	x	x	x	-0.2%	-36%	11%	x	x	7.8%
Cc1cc(C)n2cc(CSCC(=O)O)nc2n1	-7%	15%	0.047	-0.25	0.31	0.053	-0.4%	3%	4%	4%	-36%	-3.7%
COC(=O)c1ccc(CSc2nnc(CNC(=O)COc3ccc(Cl)cc3)o2)o1	-41%	-2%	0.46	-0.058	0.91	0.45	-0.1%	-17%	14%	-1%	2%	-2.4%
Cc1ccc2c(c1)C(O)(C1COC(C)(C)CC1=O)C(=O)N2C (stereo not drawn)	-22%[20 µM]	-6%	-0.27	-0.29	0.33	0.53	-0.1%	-18%	-4%	x	x	-3.9%
CC(C)CCN1C(=O)CCC1(C)C(=O)NC1CCCCCCC1 (stereo not drawn)	24%	1%	-0.68	1.6	0.049	0.092	1.0%	0%	2%	1%	0%	6.8%
O=C(CCc1ccccc1)Nc1ccccc1C(F)(F)F	3%	1%	-0.75	-0.29	-0.35	0.78	-0.1%	-33%	-6%	5%	-2%	-3.3%
O=C(NC1CCCC1)C(c1ccccn1)N(Cc1ccc(F)cc1)C(=O)c1csnn1 (stereo not drawn)	-15%	5%	x	x	x	x	0.0%	-25%	1%	x	x	4.6%
COc1ccc(-n2c(Cc3cccn3C)nnc2SCC(=O)Nc2nc(C)cs2)cc1	4%	1%	1.4	0.44	0.88	0.046	-0.1%	-13%	11%	6%	10%	-0.3%
CN(C)c1ccc(P(=O)(CC(=O)N/N=C/c2ccc(C#N)cc2)OCCCl)cc1 (stereo not drawn)	14%	-2%	-0.82	-0.34	-0.045	1	0.0%	-11%	5%	4%	6%	-4.4%
Clc1ccc(-c2nnc3n2CCCC3)cc1Cl	-14%	1%	-0.19	-0.21	-0.29	0.71	-0.1%	9%	19%	-7%	-15%	2.7%
Cc1ccccc1C(=O)Nc1ccccc1NC(=O)c1ccccc1C	-3%	30%	x	x	x	x	0.0%	1%	7%	x	x	2.0%
CCNC(=S)N/N=C(\C)c1ccc(N2CCOCC2)cc1	x	-5%	1.1	-0.27	0.23	-0.43	-0.4%	-16%	9%	-2%	-4%	6.2%
O=C(C1CCCO1)N1CCC(c2nc3ccccc3[nH]2)CC1 (stereo not drawn)	15%	4%	-0.74	-0.22	-0.21	1.1	0.2%	-17%	1%	-11%	-7%	-1.0%
O=C(CNC(=O)c1cc2ccccc2o1)NCc1cccs1	26%	-2%	-0.71	-0.0089	-0.26	0.025	-0.1%	-41%	-7%	-2%	-3%	-0.3%

High-throughput results as filed in PubChem.
